Assay outcomes deposited in PubChem BioAssay by National Center for Advancing Translational Sciences (NCATS).
PI5P4K alpha inh = PI5P4K alpha (human) kinase inhibition | PI5P4Kalpha enzyme, ADP-Glo luminescence, 60 min; hits give low values | max response, % | 330,000 compounds, 1.2% hits; active means max response of -50% or lower; inconclusive means between -30% and -50%; inactive means -30% or higher; further: value at the top dose of about 77 µM; on the % scale 0 is the no-effect control and ±100 the full control effect
Target sequence (P48426 whole entry, looked up): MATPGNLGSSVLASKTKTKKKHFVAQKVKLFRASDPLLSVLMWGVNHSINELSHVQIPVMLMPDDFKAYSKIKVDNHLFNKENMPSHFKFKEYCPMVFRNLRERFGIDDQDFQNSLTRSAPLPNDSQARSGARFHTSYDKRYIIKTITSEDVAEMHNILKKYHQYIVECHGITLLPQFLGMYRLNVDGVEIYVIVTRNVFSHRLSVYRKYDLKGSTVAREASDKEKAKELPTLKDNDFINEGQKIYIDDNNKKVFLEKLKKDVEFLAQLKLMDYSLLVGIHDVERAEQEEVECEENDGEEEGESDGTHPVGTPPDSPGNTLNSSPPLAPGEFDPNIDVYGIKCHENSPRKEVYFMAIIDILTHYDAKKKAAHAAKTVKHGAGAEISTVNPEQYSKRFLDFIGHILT
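Compounds were pin-transferred onto PI5P4Kalpha and substrate in HEPES pH 7.4 buffer with EGTA, CHAPS and 5% DMSO. ATP (5 microM final) started the reaction, which ran 60 minutes at room temperature before ADP-Glo detection.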
EPAC2 agonist = EPAC2 (human) agonism | Q8WZA2 | Potency, µM (highest dose often 154 µM), for inactives: at the top dose activation, most hits filed as activators | EPAC2 activation, biochemical qHTS; response scale: 100% = 6.5 mM cAMP response | 360,000 compounds, 0.079% hits; further: potency means the concentration at half of the fitted maximal effect; nearly all actives have a fitted effect of over 50% in size
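EPAC2 (100 nM) mixed with Rap1B loaded with BODIPY-GDP (250 nM) plus 50 uM unlabeled GDP; compounds pinned in, 5 min RT, then read every 5 min for 30 min (ex 480, em 540 nm). Normalized to cAMP control.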
EPAC1 ag = EPAC1 (human) agonism; O95398; EPAC1 agonist qHTS, biochemical assay; response scale: 100% = response to 6.5 mM cAMP; Potency, µM (doses to about 154 µM), without a hit: at the highest dose activation, usual class: activators; 360,000 compounds, 0.073% hits; AID 720707; further: potency means the concentration at half of the fitted maximal effect; nearly all actives have a fitted effect of over 60% in size
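EPAC1 100 nM, Rap1B–BODIPY-GDP 250 nM, unlabeled GDP 50 uM; compound titration; 5 min RT; kinetic read ex480/em540 at 5-min intervals ×30 min; data normalized to 6.5 mM cAMP agonist control.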
PLK1 PBD inh = blocks phosphopeptide binding to human PLK1 polo-box domain. P53350. Plk1 PBD binding of FITC phosphopeptide, fluorescence polarization. Potency, µM, without a hit: max response, negative = inhibition, most hits filed as inhibitors. 360,000 compounds, 2.8% hits. AID 720504; further: potency means the concentration at half of the fitted maximal effect; series mostly up to about 57 µM; on the % scale 0 is the no-effect control and ±100 the full control effect; nearly all actives have a fitted effect of over 65% in size
Target sequence (P53350 whole entry, looked up, the tested form may be a part): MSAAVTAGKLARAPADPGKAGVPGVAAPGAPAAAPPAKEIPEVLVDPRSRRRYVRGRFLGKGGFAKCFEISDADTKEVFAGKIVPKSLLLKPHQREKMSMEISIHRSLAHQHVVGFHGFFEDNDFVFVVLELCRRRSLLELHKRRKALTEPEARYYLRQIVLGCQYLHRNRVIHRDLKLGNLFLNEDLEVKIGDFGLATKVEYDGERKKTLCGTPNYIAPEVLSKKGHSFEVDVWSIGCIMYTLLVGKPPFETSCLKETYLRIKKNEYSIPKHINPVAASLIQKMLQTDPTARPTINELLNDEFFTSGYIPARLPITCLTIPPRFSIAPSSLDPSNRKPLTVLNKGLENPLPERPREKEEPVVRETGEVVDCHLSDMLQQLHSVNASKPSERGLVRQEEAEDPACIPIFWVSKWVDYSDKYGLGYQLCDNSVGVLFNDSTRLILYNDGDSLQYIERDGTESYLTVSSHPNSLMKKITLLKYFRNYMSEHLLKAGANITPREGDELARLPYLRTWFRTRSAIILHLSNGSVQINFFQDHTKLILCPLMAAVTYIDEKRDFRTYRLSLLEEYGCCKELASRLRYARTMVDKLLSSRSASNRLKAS
IL2 activator = activators of IL-2; IL-2 activation reporter assay, cell-based qHTS; stimulated with anti-CD3/CD4/CD28 beads; in transgenic mouse T cells; activation, % (series mostly up to about 46 µM); 360,000 compounds, 0.065% hits; AID 652025; in the data active means activation above about 50%; inconclusive means mostly about 30% to 49%; further: 0% is about no effect
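Using fluorescent plate cytometry, EGFP and DsRed are detected in transgenic mouse T cells stimulated 18 h at 37 degrees C with antibody-coated beads after 60 min compound pretreatment.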
CCT modulator = cytosolic chaperonin activity modulation; activity change, % (test concentration not listed), hits read low; 360,000 compounds, 0.3% hits; purified chaperonin ATPase assay, HTRF ADP detection, 30 min; in the data active means activity change below about -30%; further: on the % scale 0 is the no-effect control and ±100 the full control effect
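TRiC at 40 or 20 nM final (batch-dependent) in 30 mM Tris pH 7.4, 100 mM KCl, 5 mM MgCl2, 1 mM DTT, with compound at single 76 uM and 10 uM ATP, 30 min at 37 deg C. ADP detected by HTRF Transcreener, 665/615 ratio.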
EPAC1 antagonist = EPAC1 (human) antagonism | O95398 | EPAC1 GEF assay, Rap1b-BODIPY-GDP exchange fluorescence | Potency, µM (series often up to 115 µM), for the others: at the top dose activity change, negative = inhibition, actives largely listed as inhibitors | 360,000 compounds, 0.14% hits | AID 720709;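 further: potency means the concentration at half of the fitted maximal effect; plate controls were vehicle for no effect and positive control for full effect; nearly all actives have a fitted effect of over 50% in size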
WRN inhibitor = blocks human WRN helicase | AID 651768 | 360,000 compounds, 0.46% hits | WRN helicase unwinding, fluorescent forked duplex, kinetic | Potency, µM (titrated, usually from 114 µM), inactives show top-dose activity change, negative = inhibition, hits mostly inhibitors; further: potency means the concentration at half of the fitted maximal effect; on the % scale 0 is the no-effect control and ±100 the full control effect; nearly all actives have a fitted effect of over 55% in size
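Fluorescence dequenching readout, ex 525 nm/em 598 nm, kinetic mode: forked duplex DNA (100 nM final) with adjacent fluorophore and quencher unwound by WRN (20 nM final) with 2 mM ATP. Compound preincubation 15 min, room temperature.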
An asterisk follows results filed as active; ? = inconclusive; . = no result given; [ ] = dose if it differs, or a comment. Unless noted, the call rests on the fitted dose curve; in most records, active means well fitted curve in the direction sought with a large enough effect; inconclusive means small, poorly fitted or top-dose-only effect, or another doubt; inactive means no such curve, though single readings can be large; an effect the other way counts as inactive or inconclusive. These rows are one share of the data (hit frequency here may not be typical).

Field names – A = PI5P4K alpha inh; B = EPAC2 agonist; C = EPAC1 ag; D = PLK1 PBD inh; E = IL2 activator; F = CCT modulator; G = EPAC1 antagonist; H = WRN inhibitor
CCOC(=O)c1c(-c2ccc(Cl)cc2)csc1NC(=O)CNCc1ccco1
  A = 13; B = 14%; C = -3%; D = 2%; E = -0.6; F = 1.2; G = 3%; H = -6%
C(=C\CSc1ncn[nH]1)/CSc1ncn[nH]1
  A = 3; B = 0%; C = 0%; D = 0%; E = -2.6; F = 1.2; G = 4%; H = 10%
O=C1c2ccccc2-c2ccccc2NC1O (stereo not drawn)
  A = -2; B = -1%; C = 10%; D = -6%; E = -0.1; F = -1.2; G = 4%; H = -5%
CCc1cc(-c2n[nH]c(CCC(=O)O)c2-c2nc3ccccc3n2C)c(O)cc1O
  A = 0; B = 1%; C = -3%; D = -1%; E = 0.6; F = -1.3; G = -5%; H = -11%
COc1ccc([N+](=O)[O-])cc1NC(=O)CSc1ccc2ccccc2c1
  A = 4; B = 12%; C = 11%; D = -16%; E = -4.4; F = -2.2; G = -2%; H = -32%[57.1 µM]
CC(=O)N/C(=C/c1ccc2c(c1)OCO2)C(=O)N1CCOCC1
  A = -6; B = -2%; C = 0%; D = 2%; E = -0.6; F = 1.1; G = -17%; H = -8%
O=C(NCc1ccccc1OC(F)(F)F)C1CCC(=O)N(Cc2cccc(F)c2)C1 (stereo not drawn)
  A = -3; B = -2%; C = -4%; D = -2%; E = -2.4; F = -0.7; G = 7%; H = -8%
CCOc1cc(S(=O)(=O)NC2CCCCC2)ccc1F
  A = .; B = -1%; C = 0%; D = -3%; E = 0.5; F = 1.2; G = -10%; H = -3%
COc1ccc(S(=O)(=O)Cc2ccc(C(=O)NC3CCCCC3)o2)cc1
  A = -3; B = 10%; C = 12%; D = -15%; E = 0.7; F = -0.1; G = -9%; H = 2%
CCS(=O)c1ccccc1C(=O)OC(C)C(=O)Nc1ccc(S(=O)(=O)N2CCCC2)cc1 (stereo not drawn)
  A = 7; B = 5%; C = 1%; D = -3%; E = -4.7; F = -0.7; G = 8%; H = -9%
COc1ccccc1/C=N/NC(=O)c1c(-c2ccccc2)noc1C
  A = 8; B = 2%; C = -3%; D = -2%; E = -0.3; F = 0.0; G = -6%; H = 2%
CCOc1ccc(/C=N/NC(=O)c2ccc(Cn3cc(Br)cn3)o2)cc1
  A = 0; B = 6%; C = -6%; D = -5%; E = -1.9; F = -1.5; G = -17%; H = 0%
O=C(NCC1CCCO1)C1CCN(C(=O)c2ccc(Cl)cc2)CC1 (stereo not drawn)
  A = 2; B = 1%; C = 1%; D = 0%; E = -0.7; F = -0.9; G = -6%; H = 5%
COc1ccccc1NC(=O)Nc1ccc2c(c1)nnn2C
  A = -5; B = 3%; C = -5%; D = -2%; E = -0.5; F = 0.1; G = -2%; H = -12%
COc1ccc(C=CC(=O)C=CC=Cc2ccccc2)cc1
  A = 8; B = 2%; C = -1%; D = -8%; E = -0.2; F = 0.6; G = -18%; H = -15%
Cc1ncccc1C(=O)N1CCCC(c2cc(C(=O)Nc3ccc(C(C)(C)C)cc3)no2)C1 (stereo not drawn)
  A = 5; B = -7%; C = -7%; D = -14%; E = 3.3; F = 1.1; G = -20%; H = -9%
COc1ccc(-c2nc(C#N)c(N3CCC(C(N)=O)CC3)o2)cc1
  A = -2; B = -7%; C = -4%; D = -2%; E = -0.4; F = -2.6; G = -4%; H = -3%
O=C(COC(=O)c1ccccn1)Nc1cccc(Cl)c1Cl
  A = -6; B = 5%; C = 11%; D = -8%; E = -1.7; F = -1.9; G = -4%; H = 7%
OC[C@@H]1CN(Cc2cccs2)C[C@H](n2cnc3c(NC4CCCC4)ncnc32)O1
  A = -1; B = 13%; C = 6%; D = -8%; E = 0.3; F = -2.9; G = -9%; H = 6%
Cc1onc(-c2ccccc2)c1C(=O)N/N=C/c1c(F)cccc1Cl
  A = 3; B = -7%; C = -9%; D = -4%; E = 0.1; F = -0.4; G = -29%; H = -19%
CC(Oc1ccccc1)C(=O)N1CCC2(CC1)Oc1ccc(F)cc1C(=O)C21CC(c2ccc(Cl)cc2)=NO1 (stereo not drawn)
  A = 1; B = 9%; C = -26%; D = 2%; E = -3.4; F = 1.1; G = 6%; H = -3%
O=C(c1cc(COc2ccc(F)cc2Cl)on1)N1CCC(OCc2cccnc2)CC1
  A = -8; B = 4%; C = -10%; D = -4%; E = -0.7; F = -0.5; G = -29%; H = 4%
O=C(Nc1cccc2c1CCCC2)C1CCN(C(=O)NC2CCCCC2)CC1
  A = .; B = 4%; C = -2%; D = 0%; E = -1.9; F = 1.6; G = 7%; H = 0%
Cc1cc(NC(=O)CSc2nc(-c3ccco3)cc(C(F)(F)F)n2)no1
  A = -1; B = -10%; C = -6%; D = -5%; E = 0.5; F = 1.2; G = 8%; H = -6%
COC(=O)c1cc(NC(=O)C2COc3ccccc3O2)ccc1Cl (stereo not drawn)
  A = .; B = 4%; C = 8%; D = -1%; E = -3.4; F = -0.5; G = 1%; H = -12%

Grouped by structure: the compounds so far containing two or more sulfur atoms.
Field names – A = PI5P4K alpha inh; B = EPAC2 agonist; C = EPAC1 ag; D = PLK1 PBD inh; E = IL2 activator; F = CCT modulator; G = EPAC1 antagonist; H = WRN inhibitor
C(=C\CSc1ncn[nH]1)/CSc1ncn[nH]1
  A = 3; B = 0%; C = 0%; D = 0%; E = -2.6; F = 1.2; G = 4%; H = 10%
CCS(=O)c1ccccc1C(=O)OC(C)C(=O)Nc1ccc(S(=O)(=O)N2CCCC2)cc1 (stereo not drawn)
  A = 7; B = 5%; C = 1%; D = -3%; E = -4.7; F = -0.7; G = 8%; H = -9%

Carrying on.
Field names – A = PI5P4K alpha inh; B = EPAC2 agonist; C = EPAC1 ag; D = PLK1 PBD inh; E = IL2 activator; F = CCT modulator; G = EPAC1 antagonist; H = WRN inhibitor
Cc1ccc(N2C(=O)C3C(C2=O)N2C(c4cccs4)C4C(=O)N(c5ccc(C)cc5)C(=O)C4N2C3c2cccs2)cc1 (stereo not drawn)
  A = -28; B = 0%; C = -3%; D = 1%; E = -0.4; F = 0.8; G = -21%; H = 3%
O=C(NCc1ccco1)C1(c2ccccc2)CCCC1
  A = .; B = 9%; C = 1%; D = -1%; E = -1.5; F = -1.7; G = 2%; H = -11%
CC(C)(C)Cc1nnc(NC(=O)CN2C(=O)c3ccccc3C2=O)s1
  A = -15; B = -3%; C = 7%; D = ?; E = -0.8; F = -2.7; G = 6%; H = -7%
O=C(NCc1cccnc1)c1ccccc1NC(=O)c1c(F)cccc1F
  A = -8; B = 6%; C = -12%; D = 3%; E = -0.7; F = -0.4; G = 0%; H = 13%
Cc1ccc(CSc2nnc(-c3ccncc3)n2C)cc1
  A = 0; B = 4%; C = 6%; D = 4%; E = -1.9; F = -1.0; G = 16%; H = 8%
COc1cccc(N(CC(=O)Nc2ccccc2C)S(C)(=O)=O)c1
  A = .; B = 4%; C = -1%; D = -6%; E = -1.3; F = 1.0; G = 7%; H = -3%
CCOC(=O)c1sc(-c2ccccc2)cc1NC(=O)c1ccc(S(=O)(=O)N(CCOC)CCOC)cc1
  A = -4; B = 8%; C = -2%; D = -10%; E = -0.1; F = -3.3; G = 3%; H = 9%
Cc1ccc(C)c(NC(=O)C(Sc2cccc[n+]2[O-])c2ccccc2)c1 (stereo not drawn)
  A = 2; B = 3%; C = 3%; D = -6%; E = -0.2; F = 2.7; G = 0%; H = -1%
COc1ccccc1NC(=O)c1cnc(Nc2ccccc2OC)c2ccccc12
  A = 8; B = 2%; C = 10%; D = 7%; E = -3.4; F = 1.1; G = -22%; H = -16%
CC(O)[C@H](NC(=O)C1CCN(C(=O)[C@H](Cc2ccccc2)NC(=O)OC(C)(C)C)CC1)C(=O)O (stereo partly drawn)
  A = 0; B = -6%; C = -2%; D = -3%; E = 1.3; F = 0.8; G = 21%; H = -5%
CCc1ccc(NC(=O)C2CC=CCC2C(=O)O)cc1 (stereo not drawn)
  A = 0; B = 0%; C = -5%; D = -6%; E = -3.7; F = 0.7; G = 15%; H = -5%
CCc1nn(C(C)C(=O)N2CCN(Cc3ccccc3)CC2)c(=O)c2cc3occc3n12 (stereo not drawn)
  A = 1; B = -1%[15.6 µM]; C = -17%; D = -5%; E = 1.8; F = 0.9; G = 8%; H = 12%
CCCN(CCC)c1nc(N)c(C#N)c(CC#N)c1C#N
  A = -20; B = -7%; C = 3%; D = 2%; E = -0.6; F = 0.1; G = 3%; H = -15%
C=CC[C@H](CC(=O)N(CCO)Cc1ccccc1)C(=O)N[C@@H](C)COC(=O)[C@H](CC=C)CC(=O)OC(C)(C)C
  A = 0; B = -10%; C = -6%; D = -2%; E = -0.6; F = -1.5; G = 3%; H = -1%
Cc1cc([N+](=O)[O-])nn1CCCC(=O)Nc1sc2c(c1C(N)=O)CCC(C)C2 (stereo not drawn)
  A = 0; B = 3%; C = -4%; D = -2%; E = 1.5; F = 1.3; G = 5%; H = 10%
O=C(Nc1ccccc1N1CCOCC1)c1cccnc1Cl
  A = 12; B = -6%; C = 9%; D = 0%; E = 2.2; F = -2.1; G = 5%; H = -2%
O=C(CN1CCOCC1)Nc1ccc(F)cc1
  A = -2; B = 2%; C = -11%; D = -6%; E = 1.8; F = -1.4; G = -10%; H = 4%
COc1ccc(N(CC(=O)NCc2ccc(Cl)cc2)S(=O)(=O)c2c(C)noc2C)cc1
  A = 5; B = -5%; C = -16%; D = -3%; E = -3.4; F = 0.9; G = 17%; H = 0%
O=S(=O)(c1cccs1)N1CCN(c2ccccn2)CC1
  A = .; B = 4%; C = 6%; D = -1%; E = -0.7; F = 1.5; G = 0%; H = 3%
Cc1ccc(S(=O)(=O)NCCCC(=O)N2CCC(C)CC2)cc1
  A = 2; B = 6%; C = 0%; D = -2%; E = 2.5; F = 1.0; G = 2%; H = -21%
COC(=O)c1nn(-c2c(C)n(C)n(-c3ccccc3)c2=O)cc1O
  A = .; B = 9%; C = 11%; D = -10%; E = 1.8; F = -1.4; G = 8%; H = -3%
C[C@H](CO)N1C[C@H](C)[C@H](CN(C)S(=O)(=O)c2ccc(Oc3ccccc3)nc2)OCc2cnnn2CCCC1=O
  A = 1; B = 7%; C = 10%; D = -18%; E = -1.1; F = 0.2; G = 6%; H = 1%
O=C(C1=NN[C@@H]2C(=O)N(c3cccc(F)c3)C(=O)[C@H]12)C(c1ccccc1)c1ccccc1
  A = -8; B = 15%; C = -1%; D = 0%; E = -0.5; F = 0.0; G = -22%; H = -24%
